# MBNL1 CUG block: qHTS Assay for Inhibitors of MBNL1-poly(CUG) RNA binding; TR-FRET MBNL1-His/biotin-(CUG)12 binding, 665/545 ratio; Potency, µM (series often up to 57.5 µM), without a hit: top-dose activity change, negative = inhibition, actives largely listed as inhibitors; AID 2675, 2010; Muscleblind-like protein 1 (Homo sapiens), Q9NR56; actives 0.036% (n = 280,000); active means well fitted inhibition curve with a large enough effect in the signal ratio, with a control signal flat, not every such curve was filed as active; inconclusive means small, poorly fitted or top-dose-only effect, or effect the other way, or a change in a side signal; inactive means no such curve, though single readings can be large or run the other way; the % refers to the signal ratio; further: on the % scale 0 is the no-effect control and ±100 the full control effect
# Target sequence (Q9NR56 whole entry, looked up): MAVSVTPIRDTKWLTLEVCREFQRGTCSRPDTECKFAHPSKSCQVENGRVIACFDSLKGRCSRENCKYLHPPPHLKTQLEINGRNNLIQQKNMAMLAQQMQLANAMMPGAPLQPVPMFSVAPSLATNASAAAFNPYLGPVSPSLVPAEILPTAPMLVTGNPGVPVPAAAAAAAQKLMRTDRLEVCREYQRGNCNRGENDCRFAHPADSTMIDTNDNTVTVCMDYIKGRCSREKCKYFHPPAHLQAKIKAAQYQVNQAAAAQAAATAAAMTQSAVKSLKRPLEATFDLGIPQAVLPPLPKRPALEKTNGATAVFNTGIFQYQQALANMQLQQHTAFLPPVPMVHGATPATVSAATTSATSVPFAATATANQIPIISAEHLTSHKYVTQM
#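 His-tagged MBNL1 binding to biotinylated (CUG)12 RNA was measured by TR-FRET using terbium anti-His antibody (0.055 ng/ul final) and streptavidin-XL665 (5 nM final). Compounds were titrated 92 nM to 58 uM; 60 min at room temperature.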
# FLuc modulator: qHTS profiling assay for firefly luciferase inhibitor/activator using purifed enzyme and Km concentrations of substrates (counterscreen for miR-21 project). purified FLuc, Km substrates, luminescence inhibition. Potency, µM (titrated, usually from 57.5 µM), for the others: top-dose activity change, negative = inhibition, usual class: inhibitors. AID 588342, 2011. actives 6.9% (n = 360,000);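 further: plate controls were vehicle for no effect and reference inhibitor for full effect; nearly all actives have a fitted effect of over 55% in size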
#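 Purified P. pyralis luciferase (10nM final) with 10uM D-luciferin and 10uM ATP (Km levels) in 50mM Tris acetate pH 7.5, 10mM Mg acetate, 0.01% Tween-20, 0.05% BSA; qHTS 6-point titration, ~60 µM downward; luminescence read.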
# ELG1 genotox: qHTS screen for small molecules that induce genotoxicity in human embryonic kidney (HEK293T) cells expressing luciferase-tagged ELG1. HEK293T ELG1-luciferase reporter, luminescence, 16 h. Potency, µM (top dose mostly 46 µM), for inactives: top-dose activity change, positive = activation, most hits filed as activators. actives 1.3% (n = 330,000); further: % of control where 0% means no effect; nearly all actives have a fitted effect of over 60% in size
#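 DMSO vehicle served as control against compound-treated ELG1-luciferase HEK293T cells; exposure lasted 16 hr at 37 °C and 5% CO2, followed by ONE-Glo luminescence detection after 30 min.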
# BRCA1 expr act: qHTS Assay to Identify Small Molecule Activators of BRCA1 Expression; MCF7-BRCA1-FFLuc reporter, luminescence, 48 h; response scale: scaled: vehicle 0%, 10 µM genistein 100%; Potency, µM (titrated, usually from 46.1 µM), for inactives: at the top dose activation, hits mostly activators; actives 1.1% (n = 380,000); further: nearly all actives have a fitted effect of over 80% in size; some results filed as inactive show a strong effect at the top dose
#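 Reporter cells (MCF7, BRCA1 promoter-firefly luciferase) received library compounds across a concentration series for 48 h. End-point luminescence was measured and concentration-effect curves derived after normalization.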
# NPC1 prom act: qHTS Assay for NPC1 Promoter Activators. Huh7 NPC1 promoter luciferase reporter, 24 h. Potency, µM (highest dose often 9.22 µM), for inactives: at the top dose activation, most hits filed as activators. actives 2.4% (n = 320,000). AID 485313, 2010;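 further: % of control where 0% means no effect; nearly all actives have a fitted effect of over 60% in size; reporter is driven by a mutant NPC1 promoter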
#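 Luminescence from an NPC1 promoter-driven luciferase reporter in stably transfected Huh7 cells was measured after 24 h compound treatment at 37 °C, followed by 10 min ambient incubation with luciferase detection reagent.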
# Rab9 promoter act: qHTS Assay for Rab9 Promoter Activators; Huh7 Rab9 promoter-luciferase reporter, luminescence, 24 h; Potency, µM (titrated, usually from 9.22 µM), inactives show at the top dose activation, negative = inhibition, actives largely listed as activators; actives 2.8% (n = 320,000); AID 485297, 2010; further: % of control where 0% means no effect; nearly all actives have a fitted effect of over 60% in size
#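 Stable Rab9-luc Huh7, 1500 cells/well, 2 h settle; cmpd in DMSO, 24 h, 37 °C/5% CO2; luciferase reagent 10 min RT; luminescence.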
# p53 reactivator: qHTS assay for re-activators of p53 using a Luc reporter; H1299 p53-A138V BP100-luciferase reporter, luminescence, 24 h; Potency, µM (titrated, usually from 92.2 µM), without a hit: at the top dose activity change, positive = activation, most hits filed as activators; actives 0.063% (n = 320,000); further: % of control where 0% means no effect; nearly all actives have a fitted effect of over 45% in size
#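 H1299 (p53-null), stable ts p53-A138V + BP100-Luc; 1000 cells/well, Opti-MEM/10% FBS; cpd 4 pt, 1:5; 24 h, 37 deg C, 5% CO2; detection reagent 10 min RT; luminescence.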
# Gal4-VP16 FLuc: VP16 counterscreen qHTS for inhibitors of ROR gamma transcriptional activity. Potency, µM (series often up to 53.6 µM), for the others: at the top dose activity, negative = inhibition, most hits filed as inhibitors. actives 3.5% (n = 310,000). AID 2546, 2010. Drosophila S2 Gal4-VP16 UAS-luciferase, luminescence, 20 h;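 further: Gal4-VP16 expression switched on by copper sulfate through the metallothionein promoter; on the % scale 0 is the no-effect control and ±100 the full control effect; nearly all actives have a fitted effect of over 50% in size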
# uPA surface inh: qHTS for Inhibitors of Cell Surface uPA Generation | cell surface uPA generation assay, qHTS | Potency, µM (highest dose often 38.3 µM), inactives show at the top dose activity change, negative = inhibition, most hits filed as inhibitors | actives 0.31% (n = 330,000) | AID 540303, 2011; active means well fitted inhibition curve with a large enough effect; inconclusive means small, poorly fitted or top-dose-only effect; inactive means no such curve, though single readings can be large or run the other way; tested in mouse RAW 264.7 cells; further: on the % scale 0 is the no-effect control and ±100 the full control effect; nearly all actives have a fitted effect of over 55% in size
# RORgamma inh: qHTS for inhibitors of ROR gamma transcriptional activity; Nuclear receptor ROR-gamma (Mus musculus), P51450; Drosophila S2 Gal4-RORgamma UAS-luciferase reporter, 20 h; Potency, µM (doses to about 53.6 µM), inactives show at the top dose activity change, negative = inhibition, usual class: inhibitors; actives 5.4% (n = 310,000); AID 2551, 2010; further: on the % scale 0 is the no-effect control and ±100 the full control effect; nearly all actives have a fitted effect of over 60% in size
# Target sequence (P51450 whole entry, looked up, the tested form may be a part): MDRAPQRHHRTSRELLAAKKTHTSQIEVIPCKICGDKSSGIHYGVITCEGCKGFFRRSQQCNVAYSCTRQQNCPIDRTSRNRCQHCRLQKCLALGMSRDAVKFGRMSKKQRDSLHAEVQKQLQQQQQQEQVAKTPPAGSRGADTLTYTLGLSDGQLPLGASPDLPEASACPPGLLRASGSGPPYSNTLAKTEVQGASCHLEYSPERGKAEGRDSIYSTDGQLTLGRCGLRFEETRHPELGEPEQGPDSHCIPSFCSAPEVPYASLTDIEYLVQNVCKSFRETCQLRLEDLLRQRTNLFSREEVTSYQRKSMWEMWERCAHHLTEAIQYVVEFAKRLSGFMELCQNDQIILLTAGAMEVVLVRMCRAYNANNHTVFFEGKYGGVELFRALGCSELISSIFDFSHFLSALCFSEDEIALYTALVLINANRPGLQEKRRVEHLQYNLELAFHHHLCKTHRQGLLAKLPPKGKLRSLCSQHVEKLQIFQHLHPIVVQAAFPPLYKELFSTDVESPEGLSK
#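 Drosophila Schneider cells stably carrying a metallothionein-driven Gal4 DBD–ROR gamma fusion and a UAS-Photinus luciferase reporter were exposed to compound for 1 hr, then induced with copper sulfate (700 uM final) for 20 hr at ambient temperature before luminescence reading.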
# * marks the source's active call; other numbers are inactive results; ? = inconclusive; · = no result given; [ ] = remark or other dose. Unless noted, the call rests on the fitted dose curve; in most records, active means well fitted curve in the direction sought with a large enough effect; inconclusive means small, poorly fitted or top-dose-only effect, or another doubt; inactive means no such curve, though single readings can be large; an effect the other way counts as inactive or inconclusive. Potency means the concentration at half of the fitted maximal effect.
SMILES,MBNL1 CUG block,FLuc modulator,ELG1 genotox,BRCA1 expr act,NPC1 prom act,Rab9 promoter act,p53 reactivator,Gal4-VP16 FLuc,uPA surface inh,RORgamma inh
O=C1CC(c2ccco2)CC(O)=C1C=NCCN1CCN(C(=S)Nc2ccccc2)CC1 (stereo not drawn),-2.5%,-2.4%,-2.5%,0.1%,-2.9%,-8.9%,0.4%,1.4%,-3.3%,-0.9%
Cc1cc(C)cc(OCc2nnc(SCC(=O)Nc3ccccc3)o2)c1,-7.1%,-0.2%,6.2%,0.3%,-0.7%,-2.1%,0.9%,2.1%,2.3%,3.5%
O=C(O)CCC(NC(=S)Nc1ccccc1)C(=O)O (stereo not drawn),13.8%,-3.9%,4.3%,-9.5%,-4.1%,-0.6%,6.8%,-13.5%,0.3%,-20.8%
Cc1ccc(C)c(C(=O)CCC(=O)NNC(=O)c2cccs2)c1,·,·,-0.5%,4.9%,·,·,-1.0%,·,5.6%,·
C=CCN1C(=O)c2ccc(C(=O)NCC(c3ccccc3)N(C)C)cc2C1=O (stereo not drawn),?,3.0%,3.8%,-24.9%,0.6%,8.9%,11.7%,-1.3%,4.1%,-16.7%
CCN(CC)c1ccc(C(=O)N2CCN(Cc3ccccc3)CC2)cc1,12.0%,?,-2.0%,0.8%,-0.1%,-1.4%,-7.0%,-11.0%,6.7%,-1.3%
COc1cccc(NC(=O)CSc2ccc(-c3ccco3)nn2)c1,?,?,-9.2%,-3.2%,8.5%,12.5%,-19.5%,-7.6%,7.4%,1.6%
COc1ccc(OC)c(-c2csc(NC(=O)CSc3ccccc3)n2)c1,2.8%,-16.4%,-0.5%,7.6%,-0.3%,0.2%,3.6%,?,-0.5%,-28.4%
Cc1c(-n2cc(C(=O)O)c(=O)c3cc(F)c(N4CCCC4)c(F)c32)c(=O)n(-c2ccccc2)n1C,-0.2%,5.6%,4.2%,-0.1%,1.2%,1.6%,5.0%,0.1%,1.1%,-1.9%
CCCc1cc(=O)oc2cc(OCC(=O)NCCCn3ccnc3)ccc12,-4.9%,-0.6%,2.8%,-17.3%,-3.0%,5.6%,-3.5%,-4.3%,-6.9%,-17.6%
CC(=O)C1=C(O)C(=O)N(Cc2ccco2)C1c1cccc(F)c1 (stereo not drawn),-22.7%,?,1.2%,-4.5%,-4.2%,-4.6%,-1.2%,1.8%,1.1%,-14.3%
CC1(C)Oc2ccc(C(=O)Nc3ccccc3)cc2N(CC#N)C1=O,2.9%,?,-0.2%,42.1%,17.1%,20.7%,6.8%,-20.0%,-5.6%,25.0%
CCOc1ccc2ccccc2c1CNc1nnnn1C,15.7%,3.6%,-0.8%,0.2%,-4.1%,0.6%,-4.1%,-5.4%[10 µM],-0.5%,2.7%
CCCSc1nc(N2CCCC2)c2c(c1C#N)CC(C)(C)OC2,-14.1%,-1.2%,-1.5%,-13.3%,1.3%,7.7%,1.8%,-0.8%,1.4%,35.0%
CCN(C[C@H]1N[C@@](CC)(C(=O)OC)[C@H]2C(=O)N(Cc3ccccc3)C(=O)[C@@H]12)C(=O)Nc1ccc(C(F)(F)F)cc1,·,·,5.2%,-11.9%,·,·,3.1%,·,-1.5%,·
O=C(Nc1cccnc1N1CCOCC1)c1cccs1,·,-1.7%,-0.9%,-4.1%,0.1%,-1.4%,-3.1%,-1.3%,13.3%,-8.0%
CCc1cc2c(=O)c(-c3ccc(F)cc3)c(C)oc2cc1OCC(=O)O,0.5%,-10.0%,0.4%,0.0%,-4.4%,-8.5%,-0.6%,8.8%,1.8%,-1.3%
Cc1cccn2cc(CCNC(=O)c3ccco3)nc12,-2.0%,0.1%,1.5%,25.3%,2.6%,8.0%,1.5%,7.1%,-9.6%,4.5%
O=C(O)CCCCCCCCCCCNC(=O)NC12CC3CC(CC(C3)C1)C2,·,-29.1%,3.1%,31.9%,22.6%,18.9%,5.0%,·,8.5%,·
Cc1ccc(C(=O)OCC(=O)NCc2ccco2)cc1,-1.9%,-17.7%,-3.7%,25.7%,-1.5%,-7.0%,-1.5%,-2.4%,-1.7%,0.0%
N/C(=N\OC(=O)COc1ccccc1)c1cccnc1,2.4%,-0.9%,0.0%,-20.4%,-4.9%,1.6%,1.4%,0.8%,-2.0%,16.7%
O=C(O)CSC1CC(=O)N(c2cccc(Cl)c2)C1=O (stereo not drawn),3.1%,-5.4%,0.9%,-9.1%,2.9%,1.8%,-0.7%,8.9%,-1.3%,-1.8%
CC(C)CCNCC1OCc2ccccc2CO1,?,-1.2%,2.8%,-19.8%,0.5%,-5.0%,-6.9%,3.1%,6.8%,2.3%
O=C(CNC(=O)c1ccc(Br)cc1)NC1CC1,·,5.4%,1.2%,-1.6%,-1.5%,-8.9%,-2.1%,·,-10.8%,·
O=[N+]([O-])c1ccc2[nH]c(O)c(N=NC3CS(=O)(=O)CC3O)c2c1 (stereo not drawn),?,-3.5%,-0.5%,13.2%,2.9%,0.4%,0.5%,0.3%,10.0%,-5.0%
O=C1C=C(c2ccc(F)cc2OCc2ccccc2)C[C@@H](c2ccc(Cl)cc2)C1,·,-2.7%,6.2%,3.4%,-8.8%,-3.3%,3.9%,·,13.2%,·
Cc1ccc(NC(=O)Nc2ccc3c(c2)C(=O)OC3)cc1Cl,1.9%,-0.2%,2.6%,21.2%,21.1%,25.6%,-1.7%,5.2%,1.0%,8.3%
Cc1ccccc1C(=O)N1CCN(c2ccc(NC(=O)c3ccccc3[N+](=O)[O-])cc2)CC1,-3.7%,-0.4%,-6.6%,11.8%,-8.1%,-3.8%,-1.3%,-3.9%,-1.9%,10.3%
Cc1cc(C)nc(NC(=O)NS(=O)(=O)N2CCCCCC2)n1,-5.6%,-0.8%,-0.3%,-4.7%,-5.1%,0.4%,-4.1%,0.0%,10.8%,1.3%
CCC(C)N(C(=O)COC(=O)c1ccc(=O)n(Cc2ccccc2)n1)C1CCS(=O)(=O)C1 (stereo not drawn),·,4.3%,-4.1%,-4.8%,-0.5%,-1.7%,4.5%,·,0.1%,·

# A draw from above in order of molecular weight, falling:
SMILES,MBNL1 CUG block,FLuc modulator,ELG1 genotox,BRCA1 expr act,NPC1 prom act,Rab9 promoter act,p53 reactivator,Gal4-VP16 FLuc,uPA surface inh,RORgamma inh
O=C(O)CSC1CC(=O)N(c2cccc(Cl)c2)C1=O (stereo not drawn),3.1%,-5.4%,0.9%,-9.1%,2.9%,1.8%,-0.7%,8.9%,-1.3%,-1.8%
O=C(CNC(=O)c1ccc(Br)cc1)NC1CC1,·,5.4%,1.2%,-1.6%,-1.5%,-8.9%,-2.1%,·,-10.8%,·
CC(C)CCNCC1OCc2ccccc2CO1,?,-1.2%,2.8%,-19.8%,0.5%,-5.0%,-6.9%,3.1%,6.8%,2.3%

# (listing goes on)
SMILES,MBNL1 CUG block,FLuc modulator,ELG1 genotox,BRCA1 expr act,NPC1 prom act,Rab9 promoter act,p53 reactivator,Gal4-VP16 FLuc,uPA surface inh,RORgamma inh
C=CCNC(=O)COC(=O)CNC(=O)c1cc(Cl)cc([N+](=O)[O-])c1,?,2.0%,4.0%,-13.3%,-10.6%,10.4%,0.0%,18.1%,9.7%,?
COc1ccc2oc(=O)c(C(=O)OCc3ccccc3)cc2c1,?,-19.4%,-0.3%,33.0%,0.6%,-7.0%,8.3%,-2.4%,-1.4%,-2.1%
COc1cc(OC)cc(-c2c(-c3ccc(F)cc3)c3cc(-c4ccc5cc[nH]c5c4)ccc3n2C)c1,·,5.4%,-1.0%,-3.4%,-0.3%,-4.9%,-17.4%,·,4.3%,·
O=C(CCn1c(=O)[nH]c2ccsc2c1=O)N1CCN(c2ccc([N+](=O)[O-])cc2)CC1,?,0.6%,-17.6%,-26.3%,0.8%,5.9%,0.5%,-17.2%,-1.8%,?
O=C(CS(=O)(=O)Cc1ccccc1)Nc1ccc(Cl)cn1,12.8%,?,0.6%,20.1%,-2.2%,-2.7%,6.4%,16.0%,0.0%,?
O=C(CS(=O)(=O)c1cn(CC(=O)N2CCCC2)c2ccccc12)Nc1ccccc1,-7.0%,-2.0%,11.1%,18.1%,11.9%,13.3%,2.8%,13.6%,-14.1%,-0.3%
CC1=NN(C(C#N)c2ccccc2C)C(C)(C)C1 (stereo not drawn),-2.9%,-1.1%,3.9%,29.4%,-2.3%,-4.3%,3.0%,-0.5%,3.9%,7.9%
COCCNC(=O)CN(Cc1ccc(Cl)cc1)S(C)(=O)=O,-1.3%,-1.4%,2.8%,14.9%,-3.9%,0.2%,-4.9%,-4.3%,·,-12.8%
CCOC(=O)N1CCN(C(=O)CCCCn2c(=S)[nH]c3ccsc3c2=O)CC1,-4.6%,3.5%,0.4%,-20.3%,-1.1%,-8.6%,-2.9%,-26.6%,5.5%,?
CCOc1c2ccc(C(=O)NCc3ccc4c(c3)OCO4)cc2nn1CCOC,7.2%,-8.1%,2.3%,4.6%,-0.6%,-6.6%,-1.9%,4.6%,-10.4%,-5.0%
